Akt phos inh: HTS Assay for Inhibitors of Akt Phophorylation: Primary Screen | hit rate 0.32% among 360,000 | activity change, % for hits at 50 µM | Neuro2A IGF-stimulated pAkt S473 HTRF, 20 min; stronger effect = lower value; in the data active = activity change below about -80%; inconclusive = mostly about -51% to -80%; also: % is scaled to controls: 0 for no effect and ±100 for the full control effect
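Single-point screen (50 µM final compound) in Neuro2A cells stimulated 20 min with 6 nM IGF at 37 deg C. After lysis, Ser473-phosphorylated Akt read by HTRF (ex 330 nm, em 615/665 nm) as the 665/615 ratio.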
EPAC2 antag: qHTS for Antagonist of cAMP-regulated guanine nucleotide exchange factor 2 (EPAC2): primary screen | Potency, µM (titrated, usually from 114 µM), for the others: top-dose activity, negative = inhibition, usual class: inhibitors | hit rate 0.18% among 360,000 | EPAC2 GEF exchange of Rap1B-BODIPY-GDP, fluorescence | Rap guanine nucleotide exchange factor 4 (Homo sapiens), Q8WZA2 | AID 720708, 2013; also: potency is read from the fitted curve at half-maximal effect; % is scaled to controls: 0 for no effect and ±100 for the full control effect; nearly all actives have a fitted effect of over 45% in size; many of its hits are not listed in these tables
EPAC2 agonist: qHTS for Agonist of cAMP-regulated guanine nucleotide exchange factor 4 (EPAC2): primary screen; EPAC2 activation, biochemical qHTS; response scale: 100% = 6.5 mM cAMP response; Potency, µM (titrated, usually from 154 µM), for inactives: at the highest dose activation, hits mostly activators; hit rate 0.079% among 360,000; also: potency is read from the fitted curve at half-maximal effect; nearly all actives have a fitted effect of over 50% in size
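Guanine nucleotide exchange by EPAC2 is measured as reduced fluorescence of BODIPY-GDP once it is released from 250 nM Rap1B. Plates are read kinetically for 30 min at room temperature; results are scaled to 6.5 mM cAMP.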
MmCpn inh: Inhibitors of TCP-1 ring complex (TRiC) of Methanococcus maripaludis (MmCpn): qHTS. Chaperonin Mm-Cpn (Methanococcus maripaludis). Potency, µM (doses to about 76.9 µM), without a hit: at the top dose activity, negative = inhibition, usual class: inhibitors. hit rate 0.031% among 330,000. purified Mm-Cpn ATPase, ADP Transcreener TR-FRET; also: potency is read from the fitted curve at half-maximal effect; % is scaled to controls: 0 for no effect and ±100 for the full control effect; nearly all actives have a fitted effect of over 80% in size
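ATPase turnover read by TR-FRET ADP competition (Eu cryptate antibody/ADP-d2, 665/590 nm): 10uM ATP final, 25nM Mm-CPN final, 30 min 37degC after 10-min compound preincubation, pH 7.4 Tris/KCl/MgCl2/DTT buffer.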
D3 antag: qHTS of D3 Dopamine Receptor Antagonist: qHTS | D(3) dopamine receptor (Homo sapiens), P35462 | D3R cells, DiscoveRx beta-arrestin luminescence, antagonist mode; stronger effect = lower value | max response, negative = inhibition, % | hit rate 2.5% among 360,000; in the data active = max response below about -50%; inconclusive = no clear call, values can overlap the other calls; also: % is scaled to controls: 0 for no effect and ±100 for the full control effect; mostly tested at two doses, the higher about 12 µM
Target sequence (P35462 whole entry, looked up): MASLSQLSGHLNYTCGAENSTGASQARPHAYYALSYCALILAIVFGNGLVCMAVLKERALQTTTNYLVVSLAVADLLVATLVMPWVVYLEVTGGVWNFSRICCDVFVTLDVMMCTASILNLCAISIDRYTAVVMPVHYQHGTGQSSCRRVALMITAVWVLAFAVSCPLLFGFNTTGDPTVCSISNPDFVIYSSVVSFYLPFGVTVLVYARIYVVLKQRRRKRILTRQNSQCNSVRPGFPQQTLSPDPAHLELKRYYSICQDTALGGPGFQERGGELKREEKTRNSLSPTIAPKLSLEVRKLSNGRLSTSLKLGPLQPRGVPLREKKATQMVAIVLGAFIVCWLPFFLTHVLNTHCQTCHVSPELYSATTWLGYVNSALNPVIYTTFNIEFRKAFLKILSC
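Cells expressing the human receptor were seeded at 1500 cells/well, incubated overnight at 37 degrees C in 5% CO2, then exposed to library compounds with dopamine controls for 90 minutes at 37 degrees C before luminescent detection.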
CCT chaperon mod: High-Throughput Screening for Modulators of Cytosolic Chaperonin Activity; purified chaperonin ATPase assay, HTRF ADP detection, 30 min; activity change, % (test concentration not listed), hits read low; hit rate 0.3% among 360,000; AID 651819, 2012; in the data active = activity change below about -30%; also: % is scaled to controls: 0 for no effect and ±100 for the full control effect
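We incubate TRiC, 40 or 20 nM final, with library compounds at 76 uM and 10 uM ATP for 30 min at 37 °C. ADP formed is detected with Transcreener HTRF reagents after 30 min at room temperature.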
PTHR1 agonist: qHTS for PTHR1 Agonists: Primary Screen. HEK293 GP2 PTHR1 cells, GloSensor cAMP luminescence, 1 h. Potency, µM (titrated, usually from 115 µM), for the others: top-dose activation, most hits filed as activators. hit rate 0.075% among 410,000; also: potency is read from the fitted curve at half-maximal effect; nearly all actives have a fitted effect of over 55% in size; some results filed as inactive show a strong effect at the top dose; inactives centre near -15; many of its hits are not listed in these tables
Target sequence (Q03431 whole entry, looked up): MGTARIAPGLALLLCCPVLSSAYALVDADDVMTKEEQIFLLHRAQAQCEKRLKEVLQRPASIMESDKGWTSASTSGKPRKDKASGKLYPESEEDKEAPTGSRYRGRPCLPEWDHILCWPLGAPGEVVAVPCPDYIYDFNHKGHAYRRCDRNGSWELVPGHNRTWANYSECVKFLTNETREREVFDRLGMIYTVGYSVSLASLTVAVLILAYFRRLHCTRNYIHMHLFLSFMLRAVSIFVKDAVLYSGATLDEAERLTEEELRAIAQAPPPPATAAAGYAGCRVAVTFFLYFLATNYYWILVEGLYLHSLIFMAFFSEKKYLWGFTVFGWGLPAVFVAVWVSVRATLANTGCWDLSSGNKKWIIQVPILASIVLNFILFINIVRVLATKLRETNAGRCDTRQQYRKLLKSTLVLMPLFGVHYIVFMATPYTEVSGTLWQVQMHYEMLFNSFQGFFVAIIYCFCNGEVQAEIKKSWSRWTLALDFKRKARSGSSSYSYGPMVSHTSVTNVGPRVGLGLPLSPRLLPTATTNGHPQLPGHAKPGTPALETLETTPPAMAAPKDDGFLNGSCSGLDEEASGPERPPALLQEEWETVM
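HEK-293-derived GP2 cells expressing PTHR1 and a GloSensor cAMP reporter, 3,000/well, plated overnight, given luciferin plus IBMX (each 0.5 mM as added) for 1 h at 37 °C, then compound for 1 h at 37 °C. Luminescence was read after 15 min at room temperature.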
DRD3 agonist: qHTS of D3 Dopamine Receptor Agonist: qHTS; D(3) dopamine receptor (Homo sapiens), P35462; D3R DiscoveRx beta-arrestin cells, luminescence, 90 min; max activation, %; hit rate 0.58% among 410,000; in the data active = max activation above about 30%; also: 0% is about no effect; mostly tested at two doses, the higher about 12 µM
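Agonist mode: compounds and dopamine controls were applied to plated cells for 90 min at 37 degrees C after an overnight attachment at 1500 cells/well. Luminescent read-out followed 30 - 60 minutes at room temperature with DiscoveRx detection reagent.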
An asterisk follows results filed as active; i = inactive; ? = inconclusive; nt = not tested or not shown; [ ] = remark or other dose. Unless noted, calls follow the shape of the dose curve; as a rule, active = well fitted curve in the direction sought with a large enough effect; inconclusive = small, poorly fitted or top-dose-only effect, or another doubt; inactive = no such curve, though single readings can be large; an effect the other way counts as inactive or inconclusive.

smiles,Akt phos inh,EPAC2 antag,EPAC2 agonist,MmCpn inh,D3 antag,CCT chaperon mod,PTHR1 agonist,DRD3 agonist
CN(C)S(=O)(=O)c1ccc2oc(SCC(N)=O)nc2c1,i,-5%,8%,-1%,-14,-2.6,i,-12
CN(Cc1ccccc1)C(=O)Cc1ccccc1,i,0%,1%,3%,-9,-0.4,i,0
CN1CCN(S(=O)(=O)Cc2ccccc2Cl)CC1,i,-1%,10%,-2%,1,-1.4,-20%,1
COc1cccc(C(=O)N2CCCC(Nc3ccc(C)c(C)c3)C2)c1 (centres undefined),i,0%,9%,2%,-4,-0.4,-4%,7
O=[N+]([O-])c1cccc(S(=O)(=O)[N-]c2nc3ccccc3nc2-n2cc[n+](Cc3ccccc3)c2)c1,i,-11%,5%,1%,1,-2.2,-21%,-1
c1ccc2nc3c(cc2c1)CCCCC3,i,7%,5%,2%,10,-0.8,2%,-8
CCOC(=O)c1nn(-c2ccccc2)c(-c2ccccc2)c1C(=O)c1ccccc1,i,-4%,-10%,0%,-11,0.1,-8%[57.5 µM],-3
CNC(=O)C1CC(=O)N(c2ccc(C)cc2)C1 (centres undefined),nt,-8%,12%,0%,-6,-2.9,-6%[57.5 µM],-6
COC(=O)c1onc(-c2c(OC)cc(OC)cc2OC)c1C(=O)OC,i,17%,12%,2%,17,-3.6,i,6
[O-][N+]12CCCCC1CCCC2CO (centres undefined),i,10%,4%,0%,1,-1.2,-22%,1
COCCn1c(SCC(=O)N2CCC(C)CC2)nc2c(c1=O)SCC2,i,-3%,10%,-7%,-19,-0.3,-15%,-21
O=C(Nc1ccccc1)c1nnsc1S(=O)(=O)c1ccc(Cl)cc1,i,3%,12%,-3%,?,0.1,-9%[57.5 µM],-14
COCc1cc(C)nc(N2CCc3ccccc32)c1C#N,i,-10%,-13%,nt,17,-0.6,-15%[57.5 µM],-2
CCC(Oc1ccc(C)cc1)C(=O)Nc1ccc(S(=O)(=O)Nc2nccs2)cc1 (centres undefined),i,?,1%,1%,-1,2.0,-35%[inhibitor],-3
O=C1CCCC/C1=C/Nc1ccc(C(=O)O)cc1,i,-6%,7%,1%,-7,-3.5,i,-11
O=[N+]([O-])c1cc(F)cc(F)c1Nc1cc(F)cc(F)c1,i,-27%,1%,nt,11,-1.5,-20%,5
CCCC(=O)NC(=S)Nc1cccc(NC(=O)c2ccc(Cl)cc2Cl)c1,i,-11%,-2%,0%,-2,2.2,-8%,1
CCCCc1nnc(NC(=O)c2ccc(N3CCCC3=O)cc2)s1,i,-10%,11%,1%,-21,-1.1,-50%[inhibitor],-14
O=C(Nc1nnc(CCS(=O)(=O)c2ccc3ccccc3c2)s1)c1cccs1,i,7%,-8%,-21%,-20,-0.8,-13%,6
COC(=O)C1=C(C)NC(=O)NC1c1ccc(-c2ccccc2Cl)o1 (centres undefined),i,2%,10%,-1%,-22,-3.5,i,-3

Continued:
smiles,Akt phos inh,EPAC2 antag,EPAC2 agonist,MmCpn inh,D3 antag,CCT chaperon mod,PTHR1 agonist,DRD3 agonist
C[C@@H]1CN([C@@H](C)CO)S(=O)(=O)c2ccc(Br)cc2O[C@H]1CN(C)C(=O)C1CCC1,i,5%,9%,nt,-20,0.9,-26%,-6
O=c1oc2cc(O)ccc2cc1-c1nc2c(s1)CCc1ccccc1-2,i,119%[activator],?,-2%,84,1.4,i,0
O=C(CSc1nc2cc(C(F)(F)F)ccc2n1Cc1ccccc1)NC1CCS(=O)(=O)C1 (centres undefined),i,-11%,5%,0%,-19,0.8,i,-2
COc1ccc(C(Nc2cccc([N+](=O)[O-])c2)P(=O)(OC(C)C)OC(C)C)cc1 (centres undefined),i,-15%,7%,0%,-4,0.2,-20%,-13
FC(F)(F)c1ccc(NCc2ccccn2)nc1,i,-5%,1%,0%,-4,-1.2,-11%,-3
O=C1N=C(N2CCOCC2)S/C1=C\c1ccc(OS(=O)(=O)c2ccccc2)cc1,i,-8%,17%,-1%,2,-0.2,-15%,1
Cc1ccc(S(=O)(=O)N(C)CC(=O)OCC(=O)NC(c2ccccc2)c2ccccc2)cc1,i,-8%,11%,-1%,-16,-1.4,-8%,-2
CCN(CC)C(=O)c1ccc(Cn2cc([N+](=O)[O-])cn2)o1,i,4%[57.1 µM],-8%,1%,1,0.3,-2%,-1
Cn1c(=O)c(NC2CCCCC2)c2c3c(cccc31)C(=O)c1ccccc1-2,i,43%[activator],9%,-3%,-3,-1.6,i,-3
O=C1NC[C@H](Cc2ccccc2)N(C[C@H]2CCCN2C[C@H](Cc2ccccc2)N2C[C@H](Cc3ccc(O)cc3)N(CCc3ccccc3)C(=O)C2=O)C1=O,i,-9%,3%,nt,2,1.9,-16%,-9
COCCNC(=O)C(=O)N/N=C(\C)CC(=O)Nc1ccc(Cl)cc1Cl,i,14%,5%,2%,0,-2.7,i,-6
COc1ccc(C(CNC(=O)c2nn(-c3ccccc3)c(=O)c3ccccc23)N2CCOCC2)cc1 (centres undefined),i,-3%,10%,0%,-15,0.6,i,-22
CCOc1ccc(CCNC(=O)Cn2c(=O)c3cccn3c3cccnc32)cc1,i,0%,-6%,-7%,5,-0.4,i,3
CCCCN(C(=O)CSCC(=O)Nc1ccc(C)cc1)c1c(N)n(Cc2ccccc2)c(=O)[nH]c1=O,i,-12%,-4%,1%,-16,-3.4,11%,1
COc1ccc(C(=O)Nc2cnccn2)cc1[N+](=O)[O-],i,10%,8%,0%,-9,1.0,i,2
O=C(COC(=O)c1ccc(OC(F)(F)F)cc1)Nc1ncccn1,i,-4%,8%,-2%,-7,1.3,-4%,5
COC(=O)[C@@]12CCCN1[C@H](c1ccc(-c3ccccc3)cc1)[C@H]1C(=O)N(C)C(=O)[C@H]12,i,11%,15%,-5%,-27,-2.1,6%,-14
CNc1nc2[nH]c(=O)c3c(c2s1)OC(N)=C(C#N)C3c1cccc(F)c1 (centres undefined),i,6%,4%,1%,19,-1.8,-10%,-6
CCOc1ccc(CCNC(=O)c2ccc3c(=O)n4c(nc3c2)CCCCC4)cc1,i,17%,-8%,-1%,-21,0.9,-24%,1
CCCn1c(=O)c(C(=O)Nc2ccccc2)c(O)c2ccccc21,i,-16%,7%,-2%,-17,-0.7,i,0

(further entries)
smiles,Akt phos inh,EPAC2 antag,EPAC2 agonist,MmCpn inh,D3 antag,CCT chaperon mod,PTHR1 agonist,DRD3 agonist
Cc1ccc2cc(/C=N/Nc3nc4ccccc4[nH]3)c(Cl)nc2c1,i,-5%,7%,2%,-5,-0.1,i,-2
F[B-](F)(F)COCc1ccccc1Br,i,7%,8%,nt,5,-1.9,i,4
COc1ccc(OS(=O)(=O)c2c(C)noc2C)cc1,i,0%,5%,1%,-21,-0.1,i,-7
O=C(CCc1ccc(Oc2cc([N+](=O)[O-])cc([N+](=O)[O-])c2)cc1)NC1CCCC1,i,6%[57.1 µM],3%,1%,3,-0.6,-31%,3
CCc1ccc(NC2=NCC(=O)N2Cc2ccc3c(c2)OCO3)cc1,i,-8%,11%,0%,14,1.2,-24%,3
COCCNC(=O)C1(C)CCCN(Cc2noc(-c3ccccc3OC)n2)C1 (centres undefined),i,8%,4%,nt,47,0.7,i,6
COc1ccc(-c2cc(C(=O)O)no2)cc1,i,3%,4%,-2%,1,-2.1,-10%,11
COc1ccc(-n2ncc(C(C)NS(=O)(=O)c3ccc(C(C)=O)cc3)c2C)cc1 (centres undefined),i,-4%,9%,0%,1,2.7,-16%,-2
COc1cccc(CNC(=O)CCNC(=O)Cn2ccc3ccccc3c2=O)c1,i,11%,-7%,-2%,-14,0.6,i,1
CCC(=O)NCCc1cc2cc(C)c(C)cc2[nH]c1=O,i,-5%,0%,1%,19,-4.5,-18%,-10
O=C(CCN1C(=O)c2ccccc2C1=O)Nc1ccccc1C(=O)N1CCOCC1,i,-2%,9%,0%,38,-1.0,?,-3
COc1ccc(CN2C(=O)C(CC(=O)NCCCN(C)C)CC(C(=O)N(C)C)=C2C)cc1 (centres undefined),i,8%,-6%,nt,-4,5.2,-10%,0
CC1CCN(S(=O)(=O)c2ccc3c(c2)N(CC(=O)NCCCN2CC(C)CC(C)C2)C(=O)CS3)CC1 (centres undefined),i,5%,-1%,0%,-23,1.2,i,-10
COc1ccc2cc(-c3csc(-c4cccnc4)n3)ccc2c1,i,-4%,0%,-4%,74,-1.7,i,7
CCC(CC)NC(=O)Nc1ccc(F)cc1F,i,10%,5%,0%,-11,-0.4,i,-2
Cc1cc(-c2ccccc2)nc(N2CCN(c3ccccn3)CC2)n1,i,-1%,20%,0%,15,-2.4,-38%[inhibitor],12
CCC(=O)N1CCN(c2ccc(NC(=S)NC(=O)C(C)C)cc2)CC1,i,4%,7%,1%,-8,-4.0,-8%,-8
CC(C)(C)OC(=O)N/N=C\C=C\c1ccc2c(c1)OCO2,i,2%,-9%,2%,1,-3.4,-27%,6

An excerpt; the hit share may differ from the screen's.
